Source: PubChem BioAssay
TEAD-YAP inh = TEAD-YAP interaction inhibition, primary screen, TEAD-YAP interaction inhibitor project, luminescence, HEK-TIYL cells | TEAD-Gal4/YAP UAS-luciferase luminescence | inhibition, % at 9.12 µM | 640,000 compounds, 1.4% hits | AID 1259422, 2018; in the data active = inhibition above about 32%;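 also: 0% = median of test compound wells and 100% = reference inhibitor wells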
FBW7 act = FBW7 E3 ligase activators, primary screen, biochemical, AlphaScreen, human; F-box/WD repeat-containing protein 7 (Homo sapiens), Q969H0; AlphaScreen FBW7–phospho-cyclin E peptide binding, activator screen; normalized activity (activation), % at 26.1 µM; 650,000 compounds, 0.13% hits; AID 1259310, 2017; in the data active = normalized activity above about 1.9%;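 also: purified mutant Fbw7 with reduced substrate affinity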
Target sequence (Q969H0 whole entry, looked up): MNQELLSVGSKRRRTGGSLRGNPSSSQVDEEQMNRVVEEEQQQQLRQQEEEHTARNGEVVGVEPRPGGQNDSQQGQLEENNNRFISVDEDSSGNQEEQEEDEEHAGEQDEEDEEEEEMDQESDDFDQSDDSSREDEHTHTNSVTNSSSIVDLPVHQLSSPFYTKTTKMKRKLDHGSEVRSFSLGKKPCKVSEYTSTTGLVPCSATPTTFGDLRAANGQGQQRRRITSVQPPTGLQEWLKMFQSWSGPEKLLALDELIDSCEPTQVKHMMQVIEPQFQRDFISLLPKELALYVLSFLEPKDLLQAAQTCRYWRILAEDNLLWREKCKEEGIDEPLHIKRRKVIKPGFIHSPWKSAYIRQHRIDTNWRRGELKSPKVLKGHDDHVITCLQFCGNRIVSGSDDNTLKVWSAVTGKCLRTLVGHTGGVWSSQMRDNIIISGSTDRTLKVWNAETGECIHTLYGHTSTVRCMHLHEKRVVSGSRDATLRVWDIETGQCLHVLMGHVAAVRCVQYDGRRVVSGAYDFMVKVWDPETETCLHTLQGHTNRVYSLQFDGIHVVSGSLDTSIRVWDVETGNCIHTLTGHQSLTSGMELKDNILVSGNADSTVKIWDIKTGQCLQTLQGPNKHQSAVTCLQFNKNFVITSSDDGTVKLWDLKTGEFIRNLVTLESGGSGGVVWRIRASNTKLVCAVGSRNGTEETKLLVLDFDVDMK
GPR151 ag = activators of human GPR151, primary screen, cell-based, PathHunter beta-arrestin, luminescence; activation, % at 11.2 µM; PathHunter beta-arrestin GPR151 cells; 650,000 compounds, 1% hits; G-protein coupled receptor 151 (Homo sapiens), Q8TDV0; in the data active = activation above about 4.9%;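 also: 0% = median of compound wells and 100% = cells with positive control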
MITF inh = MITF inhibitors, primary screen, biochemical, AlphaScreen, human | 650,000 compounds, 0.91% hits | AlphaScreen MITF homodimerization, bead proximity signal | inhibition, % at 2.6 µM | Microphthalmia-associated transcription factor (Homo sapiens), O75030; in the data active = inhibition above about 50%;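 also: 0% = vehicle wells with protein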
Numbers without * were called inactive.

SMILES | TEAD-YAP inh | FBW7 act | GPR151 ag | MITF inh
CCOc1ccc(C(=O)Nc2ccc(-c3nc4ccccc4s3)c(O)c2)cc1 | 8 | -0.1 | 0.5 | 12
Cc1cc(C)c(NC(=O)CN2C(=O)COc3ccc(Cl)cc32)c(C)c1 | -5 | -0.4 | 0.8 | 1
COc1ccc(CNCCC2CCC(=O)N2Cc2cccc(C(F)(F)F)c2)cc1 (stereo unspecified) | 11 | 0.0 | -1.4 | 6
CCCCNC(=O)Cn1ncc2c1-c1ccccc1OC2 | 7 | 0.1 | 0.3 | -3
CC(=O)c1c(C)[nH]c(C(=O)N(C)Cc2ccccc2)c1C | 14 | -0.2 | -0.1 | -4
COc1ccc(CNc2sc3c(c2C(=O)Nc2ccccc2OC)CCC3)cc1 | 6 | -0.2 | 0.0 | -1
CSCCC(NS(=O)(=O)c1ccc2c(c1)OCCO2)C(=O)Nc1ccc(F)cc1 (stereo unspecified) | -5 | 0.0 | 0.2 | -10
COc1cc(OC)cc(C(=O)NCC(=O)OCC(=O)c2ccc3c(c2)-c2ccccc2C3)c1 | 1 | 0.0 | -1.7 | 13
CCCNC(=O)c1nnc(Cc2cccc(F)c2)o1 | -1 | 0.0 | -2.0 | -1
COCCn1c(C)cc(/C=C2/NC(=O)N(Cc3ccccc3F)C2=O)c1C | -9 | 0.0 | 0.5 | 6
COCCOC(=O)C1=C(C)N(Cc2ccccc2)C(=O)NC1c1ccccc1 (stereo unspecified) | 10 | 0.0 | 0.0 | 4
CCN1C(=O)C(CC(=O)Nc2ccccc2)N(CCc2ccc(OC)cc2)C1=S (stereo unspecified) | 5 | 0.4 | -0.1 | 14
C/C(=N\NC(=O)CCC(=O)Nc1ccc(Cl)cc1C)c1ccccc1 | 9 | 0.2 | -0.1 | 16
O=C(O)c1[nH]c(=O)[nH]c(=O)c1CNCCO | 8 | 0.1 | -1.6 | 16
CCC1Oc2ccc(C(=O)n3nc(C)cc3C)cc2N(Cc2ccccc2)C1=O (stereo unspecified) | 4 | 1.0 | -0.5 | 14
COC(=O)c1oc2ccc(Cl)cc2c1NC(=O)c1ccccc1 | -1 | -0.3 | -0.5 | -2
CC1CC(C)(C)NC(=S)N1CC(=O)Nc1ccc(Br)cc1 (stereo unspecified) | 5 | 0.0 | 0.8 | 7
O=C(COc1ccc(-c2ccccc2)cc1)NNC(=O)Nc1ccc(F)cc1F | 4 | -0.1 | 0.1 | -8
CC(=O)c1ccc(NC(=S)NC(=O)C2CCCCC2)cc1 | -39 | 0.1 | 0.2 | 12
N#C/C(=C\c1ccc(-c2ccc(S(N)(=O)=O)cc2)o1)C(=O)Nc1ccccc1[N+](=O)[O-] | -1 | 0.0 | -1.3 | 0

An excerpt of these results, with two lines to a compound:
Each structure is followed by: TEAD-YAP inh	FBW7 act	GPR151 ag	MITF inh
O=C(O)c1[nH]c(=O)[nH]c(=O)c1CNCCO
→ 8	0.1	-1.6	16
O=C(COc1ccc(-c2ccccc2)cc1)NNC(=O)Nc1ccc(F)cc1F
→ 4	-0.1	0.1	-8
COc1cc(OC)cc(C(=O)NCC(=O)OCC(=O)c2ccc3c(c2)-c2ccccc2C3)c1
→ 1	0.0	-1.7	13
C/C(=N\NC(=O)CCC(=O)Nc1ccc(Cl)cc1C)c1ccccc1
→ 9	0.2	-0.1	16

Other records follow.
SMILES | TEAD-YAP inh | FBW7 act | GPR151 ag | MITF inh
CCn1c(C)nc2cc(-c3nnc4n3CCCCC4)ccc21 | 2 | 0.0 | -0.5 | 5
COc1cc2nc(NCCN3CCOCC3)nc(NCCN(C(C)C)C(C)C)c2cc1OC | -9 | 0.0 | -1.1 | -7
Cc1ccc(S(=O)(=O)N2C(=O)CCC2C(=O)Nc2ccc(C)cc2[N+](=O)[O-])cc1 (stereo unspecified) | -1 | 0.3 | -0.6 | 17
COc1ccc(-c2[nH]nc3nc(-c4cc(OC)c(OC)c(OC)c4)cc(C(=O)O)c23)cc1 | 0 | 0.7 | 1.1 | 8
CN1CCN(NC(=S)Nc2ccccc2C(F)(F)F)CC1 | 4 | 0.5 | -0.3 | 19
Cc1ccc(-n2nc3c(c2NC(=O)c2cccc([N+](=O)[O-])c2C)CSC3)c(C)c1 | -16 | 0.9 | -0.8 | 19
O=C(NCCCc1nc2cc3sc(CCCNC(=O)C45CC6CC(CC(C6)C4)C5)nc3cc2s1)C12CC3CC(CC(C3)C1)C2 | -4 | 0.2 | 0.6 | 4
CC(C)OCCCNC(=O)CC1C(=O)NCCN1Cc1cccs1 (stereo unspecified) | 1 | -0.1 | 2.1 | 6
Cc1ccccc1C(=O)Nn1c(-c2ccc(Br)cc2)nc2ccccc2c1=O | 8 | -0.1 | 0.5 | 17
COCCN1C(=O)C(=O)/C(=C(\O)c2ccccc2)C1c1cccc(F)c1 (stereo unspecified) | -18 | -0.2 | 1.0 | -1
COc1cc(NC(=O)c2ccco2)c(OC)cc1Cl | 9 | 0.1 | 3.2 | -6
O=S(=O)(NCc1ccccc1)N1CCOCC1 | 4 | 0.1 | 0.1 | 19
COC(=O)c1c(C)nn(-c2ccc(F)cc2)c1N | -24 | 0.0 | 0.2 | -5
COc1ccc(C(=O)/C=C\Nc2ccccc2I)c(OC)c1 | -54 | 0.0 | -1.1 | -1
CC(/C=C/C=C/c1ccccc1)=N\NC(=O)c1cccc(F)c1 | -49 | 0.1 | -0.9 | 0
CC#CC(=O)N1CCc2nnc(C(NC(=O)CC)C(C)C)n2CC1 (stereo unspecified) | -9 | -0.1 | 0.9 | -7
CCOC(=O)CCNCc1ccccc1 | 1 | 0.0 | -0.8 | 1
Cc1nc(NC2CCCCC2)cc(-c2cccnc2)n1 | -11 | 0.0 | 0.7 | 7
Cc1ccc(C(=O)O)cc1NC(=O)c1cccc([N+](=O)[O-])c1 | 3 | -0.1 | 0.3 | 13
CCCC(=O)Nc1cc(C)c(NC(C)=O)cn1 | 3 | 0.0 | -1.4 | -5
Cc1ccccc1OCC(=O)OCCN1CCOCC1 | 3 | 0.8 | 0.7 | 6
COc1ccc(C2SCCN2S(=O)(=O)c2ccc(F)cc2)cc1[N+](=O)[O-] (stereo unspecified) | 3 | 0.0 | 1.6 | -3
Cc1c(C(=O)N2CCCCCC2)oc2ccc3c(c12)C(=O)CC(C)(C)O3 | 3 | 0.0 | -0.3 | 5
CC(NS(=O)(=O)c1ccccc1)C(=O)Nc1ccccc1Sc1ccccc1 (stereo unspecified) | 7 | 0.1 | -0.7 | 15
COc1ccc(NC(=O)NCC2CC(=O)N(c3ccccc3)C2)cc1 (stereo unspecified) | 3 | -0.1 | 1.5 | -1
O=C(COc1ccccc1[N+](=O)[O-])NC1CCS(=O)(=O)C1 (stereo unspecified) | 2 | 0.6 | 0.0 | 6
CCCCN(CC)CCCNC(=O)C1c2ccccc2C(=O)N(C)C1c1cccs1 (stereo unspecified) | -7 | 0.1 | 1.3 | 0
Cc1cc(C)nc(N(CC(=O)Nc2nc(-c3ccccc3)c(-c3ccccc3)o2)C(N)=O)n1 | 0 | 0.1 | 1.3 | 3
Cc1ccc(C)c(-n2ccnc2SCC(N)=O)c1 | 0 | -0.1 | 1.2 | 7
COc1ccc(/C=N/NC(=O)CC(=O)Nc2cccc(Cl)c2)c(OC)c1 | 17 | 0.3 | 0.1 | 18
COc1ccc(-c2noc(CN3CCCCCCC3)n2)cc1 | -17 | -0.1 | 0.9 | -4
CC1(C)CC(=O)C(C=NCC2CCNCC2)=C(O)C1 | -1 | 0.0 | -0.2 | -16
Cc1ccc(C)c(N(C)S(=O)(=O)c2c(C)[nH]c(=O)[nH]c2=O)c1 | 2 | 0.1 | 0.1 | 7
COc1cc(Nc2cc(NC3CCC(O)CC3)ncn2)cc(OC)c1OC (stereo unspecified) | 4 | 0.3 | -0.9 | 9
CCN(CC)c1nc(C)nc2sc(C(=O)N3CCC(C)CC3)c(C)c12 | -1 | 0.2 | 0.1 | 21
COC(=O)c1ccc(/C=C2\N=C(c3ccc(C(C)(C)C)cc3)OC2=O)cc1 | 3 | 0.0 | 0.4 | 4
Nc1c(Cl)c(Cl)nc(C(=O)N/N=C/c2ccco2)c1Cl | -4 | 0.1 | 1.0 | 3
O=C(O)COc1ccc(Br)cc1Cl | 4 | -0.2 | 4.4 | 13
O=C(/C=C/c1ccc(F)cc1)Nc1cccc([N+](=O)[O-])c1 | -58 | 0.9 | -0.2 | -12
CCOC(=O)C1=C(C)OC(N)=C(C#N)C1c1c(C)cc(C)cc1C (stereo unspecified) | -8 | -0.1 | -2.1 | -10

Compound profiles, as listed above. Order of values: TEAD-YAP inh | FBW7 act | GPR151 ag | MITF inh
`Cc1ccc(C)c(N(C)S(=O)(=O)c2c(C)[nH]c(=O)[nH]c2=O)c1` is entered as 2 | 0.1 | 0.1 | 7
`COc1ccc(-c2noc(CN3CCCCCCC3)n2)cc1` is entered as -17 | -0.1 | 0.9 | -4

Further results follow.
SMILES | TEAD-YAP inh | FBW7 act | GPR151 ag | MITF inh
CCC(C)NS(=O)(=O)c1ccc(SC)cc1 (stereo unspecified) | 0 | 0.1 | 1.4 | 15
O=C(Nc1nnc(-c2cc(Cl)ccc2Cl)o1)c1ccc(F)cc1 | -1 | 0.0 | -0.1 | -8
Cc1ccccc1C1(CC(=O)N(C)Cc2cccs2)CC(=O)N(Cc2ccncc2)C1=O (stereo unspecified) | -6 | 0.1 | 0.6 | 5
COc1ccc2ccccc2c1/C=C1/N=C(c2ccccc2F)OC1=O | 4 | 0.1 | 1.1 | 6
N#Cc1cc2cc3c(cc2nc1SCC(=O)NC1CCCCC1)OCO3 | 5 | -0.1 | -1.0 | 5
Cc1ccc(-n2nc3ccc(NC(=O)COc4cc(C)c(Cl)c(C)c4)cc3n2)cc1C | 11 | 0.0 | 0.1 | 15
Cc1ccc(N=C2NC(=O)/C(=C\c3ccco3)S2)cc1 | -21 | 0.4 | -1.1 | 23
CC1=Nc2ccc(C)cc2/C1=C/c1c(O)n(Cc2ccccc2)c(=O)[nH]c1=O | 2 | -0.5 | -0.1 | 19
O=C(c1cc(Cl)ccc1Cl)N1CCOCC1 | 14 | 0.0 | -0.6 | 5
Cc1ccc(NC(=O)C2C3NC(=S)N(c4ccc(Cl)cc4)C2(C)Oc2ccccc23)c(C)c1 (stereo unspecified) | 19 | 0.3 | 0.2 | 26
C/C(=C/C(=O)O)C(=O)Nc1ccc(C)cc1 | -1 | 0.0 | 0.3 | -6
N#CCn1cnc2scc(-c3ccc(Cl)cc3)c2c1=O | -7 | 0.1 | 0.1 | 11
CC(NC(=O)c1cc2c(=O)n3ccccc3nc2n(Cc2ccccc2)c1=N)c1ccccc1 (stereo unspecified) | 0 | -0.1 | -1.0 | -2
Cc1cccc(C)c1NC(=O)C1CCCCC1C(=O)O (stereo unspecified) | 3 | 0.2 | -1.1 | 5
COc1ccccc1C(=O)OC1OCCOC1OC(=O)c1ccccc1OC (stereo unspecified) | -3 | -0.1 | -0.7 | -10
Cc1cc(NC(=O)COC(=O)c2ccc(Br)o2)no1 | -3 | -0.1 | 0.2 | -1
CCCNC(=O)c1ccc2c(c1)nc(C)n2-c1cccc(C)c1 | -6 | 0.1 | -0.7 | -1
CCCN(CC(=O)Nc1ccc(Cl)cc1Cl)CN1C(=O)NC2(CCCC2)C1=O | 5 | 0.0 | 0.1 | -13
NC(C(=O)N1CCCN(C(=O)c2ccc3[nH]ncc3c2)CC1)c1ccc(C(F)(F)F)cc1 (stereo unspecified) | -1 | -0.2 | -1.0 | 1
O=C1N/C(=C\c2cc(Cl)ccc2O)C(=O)N1Cc1ccc(F)cc1 | -2 | 0.0 | -0.7 | -17

Six compounds already listed, sorted by number of heavy atoms, ascending.
SMILES | TEAD-YAP inh | FBW7 act | GPR151 ag | MITF inh
O=C(c1cc(Cl)ccc1Cl)N1CCOCC1 | 14 | 0.0 | -0.6 | 5
O=C1N/C(=C\c2cc(Cl)ccc2O)C(=O)N1Cc1ccc(F)cc1 | -2 | 0.0 | -0.7 | -17
N#Cc1cc2cc3c(cc2nc1SCC(=O)NC1CCCCC1)OCO3 | 5 | -0.1 | -1.0 | 5
COc1ccccc1C(=O)OC1OCCOC1OC(=O)c1ccccc1OC (stereo unspecified) | -3 | -0.1 | -0.7 | -10
Cc1ccc(-n2nc3ccc(NC(=O)COc4cc(C)c(Cl)c(C)c4)cc3n2)cc1C | 11 | 0.0 | 0.1 | 15
CC(NC(=O)c1cc2c(=O)n3ccccc3nc2n(Cc2ccccc2)c1=N)c1ccccc1 (stereo unspecified) | 0 | -0.1 | -1.0 | -2

More entries follow.
SMILES | TEAD-YAP inh | FBW7 act | GPR151 ag | MITF inh
CC(C)NS(=O)(=O)c1ccc(OCC(=O)Nc2cccc(Br)c2)cc1 | 4 | 0.0 | -0.6 | 9
Cc1cc(-c2ccc(S(=O)(=O)NC3CCCCCC3)cc2)on1 | 19 | 0.1 | 4.4 | 17
O=C(CCC1CCN(Cc2ccc(F)cc2)CC1)NC1CC1 | -4 | 0.1 | -1.7 | 15
Cc1ccc(S(=O)(=O)Cc2ccc(C(=O)NCc3ccco3)o2)cc1 | -12 | 0.2 | 0.3 | 11
COc1ccc(Br)cc1C1=N/C(=C\c2ccc(C(C)C)cc2)C(=O)O1 | -15 | 0.5 | 1.3 | 20
C#CC(CO)NC(C)c1ccccc1 (stereo unspecified) | -7 | 0.0 | -0.6 | 12
